Bioassay records deposited in PubChem by Broad Institute.
IDH1 R132H inh = inhibitors of human IDH1 R132H; inhibition, % at 10 µM; 70,000 tested, 0.18% active; IDH1 R132H reductase, diaphorase/resazurin fluorescence, 60 min; in the data active means inhibition above about 34%;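 further: 0% = DMSO and 100% = no enzyme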
EZH2 inh = EZH2 (human) methyltransferase inhibition | PRC2 H3K27 methylation, DELFIA TRF, 1 h | inhibition, % at 12.5 µM | 57,000 tested, 0.35% active;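 active means mean inhibition of replicates at least 50% and every single replicate also reaching 50%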;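 further: dimethyl H3K27 on biotinylated H3 21-44 peptide detected by antibody; plate controls were median neutral control wells for no effect and median positive control wells for full effect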
Target sequence (Q15910 whole entry, looked up): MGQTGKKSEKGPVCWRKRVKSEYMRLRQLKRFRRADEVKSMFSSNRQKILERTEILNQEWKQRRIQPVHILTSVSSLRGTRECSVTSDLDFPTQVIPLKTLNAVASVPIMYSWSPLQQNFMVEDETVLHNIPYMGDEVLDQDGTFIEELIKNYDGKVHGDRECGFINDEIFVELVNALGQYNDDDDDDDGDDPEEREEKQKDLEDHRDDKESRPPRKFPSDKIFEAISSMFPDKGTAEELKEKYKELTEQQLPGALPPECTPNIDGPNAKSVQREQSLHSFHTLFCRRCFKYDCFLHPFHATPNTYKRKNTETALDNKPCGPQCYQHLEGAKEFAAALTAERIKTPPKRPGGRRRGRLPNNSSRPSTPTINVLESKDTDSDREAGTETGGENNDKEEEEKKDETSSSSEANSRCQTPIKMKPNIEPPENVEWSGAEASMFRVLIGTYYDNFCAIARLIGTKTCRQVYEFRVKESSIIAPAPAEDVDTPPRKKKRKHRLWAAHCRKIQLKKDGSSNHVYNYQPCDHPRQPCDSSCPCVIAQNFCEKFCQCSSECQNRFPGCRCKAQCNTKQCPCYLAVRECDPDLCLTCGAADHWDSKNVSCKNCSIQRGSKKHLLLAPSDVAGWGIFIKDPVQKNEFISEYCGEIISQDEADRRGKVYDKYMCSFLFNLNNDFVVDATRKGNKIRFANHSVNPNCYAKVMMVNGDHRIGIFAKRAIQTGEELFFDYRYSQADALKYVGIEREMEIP
* marks the source's active call; other numbers are inactive results; x = no result given.

Order of results – IDH1 R132H inh	EZH2 inh
- O=C(C[C@@H]1CC[C@@H](NC(=O)Nc2ccc3c(c2)OCO3)[C@@H](CO)O1)NCc1ccccc1
 : -0.2	-4.7
- C[C@@H]1CN([C@@H](C)CO)C(=O)c2cc(NC(=O)c3ccccc3)ccc2O[C@@H](C)CCCCO[C@@H]1CN(C)C(=O)c1ccccc1
 : -0.3	-18.2
- C[C@@H]1CN([C@@H](C)CO)C(=O)c2cccc(NS(=O)(=O)c3ccc(Cl)cc3)c2O[C@@H]1CN(C)Cc1ccc(Oc2ccccc2)cc1
 : 1.5	x
- CNC[C@@H]1Oc2ccc(NC(=O)Nc3cccc4ccccc34)cc2CC(=O)N([C@H](C)CO)C[C@H]1C
 : -8.2	-6.2
- COc1ccc(NC(=O)N[C@H]2CC[C@@H](CCn3cc(-c4ccccc4F)nn3)O[C@@H]2CO)cc1
 : 0.5	-1.6
- Cc1noc(C)c1S(=O)(=O)Nc1ccc2c(c1)C(=O)N([C@H](C)CO)C[C@H](C)[C@@H](CN(C)Cc1ccc(-c3ccccc3)cc1)O2
 : -1.4	x
- CCc1cccc(C)c1NC(=O)CSc1nc2ccccc2c(=O)n1-c1ccc(C)cc1
 : -0.1	-6.8
- NC(=O)N/N=C/c1ccc(Oc2ccc(F)cc2)cc1
 : -0.9	-1.8
- N#Cc1cc2c(nc1SCC(=O)Nc1ccccc1OC(F)(F)F)CCCC2
 : 0.2	20.5
- C[C@H](CO)N1C[C@H](C)[C@H](CN(C)S(C)(=O)=O)Oc2ccc(NC(=O)C3CCCCC3)cc2CC1=O
 : x	-6.1
- C[C@@H]1CN([C@@H](C)CO)S(=O)(=O)c2ccc(C#Cc3ccncc3)cc2O[C@H]1CN(C)C(=O)Nc1ccc2c(c1)OCO2
 : -0.3	3.5
- COCC#Cc1cnc2c(c1)C(=O)N([C@H](C)CO)C[C@@H](C)[C@@H](CN(C)Cc1ccccc1)O2
 : -1.8	-10.5
- CCCNC(=O)N(C)C[C@@H]1Oc2ncc(C#Cc3ccccc3F)cc2C(=O)N([C@@H](C)CO)C[C@H]1C
 : -0.8	-17.2
- C[C@H]1CN([C@@H](C)CO)C(=O)c2cc(NC(=O)Cc3ccccc3)ccc2O[C@H]1CN(C)S(=O)(=O)c1ccc(Cl)cc1
 : -1.2	-11.6
- CC(C)=CCC[C@](C)(O[C@@H]1O[C@H](CO[C@@H]2O[C@@H](CO)[C@H](O)[C@H]2O)[C@@H](O)[C@H](O)[C@H]1O)[C@H]1CC[C@]2(C)C1[C@H](O)CC1[C@@]3(C)CC[C@H](O[C@@H]4O[C@H](CO)[C@@H](O)[C@H](O)[C@H]4O[C@@H]4O[C@H](CO)[C@@H](O)[C@H](O)[C@H]4O)C(C)(C)C3CC[C@]12C (some centres undefined)
 : -0.2	-14.5
- Cc1noc(C)c1NC(=O)Nc1ccc2c(c1)CC(=O)N([C@@H](C)CO)C[C@@H](C)[C@H](CN(C)C(=O)Nc1cccc3ccccc13)O2
 : -0.3	x
- C[C@@H](NC(=O)C[C@@H]1C=C[C@@H](NC(=O)Cc2ccccn2)[C@H](CO)O1)c1ccccc1
 : -0.4	14.7
- CC(C)NC(=O)NCC[C@H]1CC[C@H](NS(=O)(=O)c2ccc(Oc3ccccc3)cc2)[C@@H](CO)O1
 : -0.2	-1.8
- COCC(=O)Nc1ccc2c(c1)C(=O)N(C)C[C@H](OC)[C@H](C)CN(Cc1cccc(F)c1)[C@@H](C)CO2
 : -0.1	8.1
- COc1ccccc1CN=c1c([N+](=O)[O-])nn(-c2ccccc2)n1O
 : -0.4	-2.8
- C[C@H]1CN([C@@H](C)CO)C(=O)CCCn2cc(nn2)CO[C@H]1CN(C)C(=O)C1CCCCC1
 : x	0.4
- CCn1c(SCc2nc3ccccc3[nH]2)nnc1-c1cccc(Cl)c1
 : -0.8	1.5
- Cc1nc(SCC(N)=O)c(C(N)=O)c(C)c1C
 : -0.6	5.8
- O=C(C[C@@H]1CC[C@@H](NS(=O)(=O)c2ccccc2)[C@H](CO)O1)NCc1ccc(Cl)c(Cl)c1
 : -0.6	-0.7
- C[C@@H]1CN([C@H](C)CO)C(=O)c2cccc(NC(=O)Nc3ccc4c(c3)OCO4)c2O[C@H]1CN(C)Cc1ccc(Oc2ccccc2)cc1
 : -0.1	x
- Cc1ccc(NC(=O)c2ccco2)c(NC(=O)COc2ccccc2Cl)c1
 : -0.3	12.0
- C[C@H](CO)N1C[C@H](C)[C@@H](CN(C)S(=O)(=O)c2cccs2)Oc2ccc(NC(=O)Nc3ccc(C(F)(F)F)cc3)cc2C1=O
 : 0.4	x
- [N-]=[N+]=NCc1ccccc1C[C@]1(C(=O)N2CCCCC2)N=C(c2ccc(OCCCO)cc2)O[C@H]1c1ccccc1
 : 0.1	20.1
- Cc1ccc(-c2cc(C)nc(SCC(=O)Nc3ccc(C)c(C)c3)n2)cc1
 : -0.6	21.9
- Cc1ccc(NC(=O)CSc2nnc(-c3ccccc3)n2-c2ccccc2)cc1Cl
 : 3.7	-20.2
- C[C@@H]1CN([C@H](C)CO)C(=O)c2cc(NS(=O)(=O)c3ccccc3)ccc2O[C@H]1CN(C)S(=O)(=O)c1ccc(Cl)cc1
 : -0.8	x
- Cc1ccc(S(=O)(=O)N(C)C[C@H]2Oc3c(cccc3N(C)C)C(=O)N([C@H](C)CO)C[C@@H]2C)cc1
 : -5.3	-4.5
- C[C@@H]1CCCCO[C@H](CN(C)C(=O)c2ccccc2)[C@@H](C)CN([C@H](C)CO)C(=O)c2cc(NC(=O)Nc3ccc(F)cc3)ccc2O1
 : 0.9	x
- CS(=O)(=O)N(CC(=O)Nc1ccc(Oc2ccccc2)cc1)c1cc(Cl)c(Cl)cc1Cl
 : -0.1	11.0
- COCC(=O)Nc1ccc2c(c1)OC[C@H](C)N(C(C)=O)C[C@H](C)[C@H](OC)CN(C)C2=O
 : 0.2	3.0
- CCn1nnc(NC(=O)COc2ccc(Cl)cc2C)n1
 : 0.4	0.2
- C[C@H](CO)N1C[C@H](C)[C@@H](CN(C)Cc2ccncc2)Oc2c(NC(=O)C3CC3)cccc2C1=O
 : x	-1.5
- COc1cccc(S(=O)(=O)N[C@H]2CC[C@@H](CC(=O)NC3CCC3)O[C@@H]2CO)c1
 : 0.2	8.6
- Cc1ccc(S(=O)(=O)N(C)C[C@@H]2Oc3ccc(NC(=O)c4ccncc4)cc3C(=O)N([C@H](C)CO)C[C@H]2C)cc1
 : x	5.6
- COc1ccccc1C#Cc1cnc2c(c1)C(=O)N([C@H](C)CO)C[C@@H](C)[C@H](CN(C)C(=O)c1ccc3c(c1)OCO3)O2
 : 0.7	-13.0

New compounds follow.
SMILES,IDH1 R132H inh,EZH2 inh
C[C@@H]1CN([C@H](C)CO)S(=O)(=O)c2ccc(C3=CCCC3)cc2O[C@@H]1CN(C)C(=O)CC1CC1,x,15.0
C[C@@H]1CN([C@@H](C)CO)C(=O)c2cccc(NC(=O)C3CC3)c2O[C@H]1CN(C)C(=O)Nc1ccc(F)cc1,0.1,1.6
CC(=O)N(C)C[C@@H]1Oc2ncc(C#CCc3ccccc3)cc2C(=O)N([C@@H](C)CO)C[C@H]1C,-2.9,-1.3
CCCN(C)C[C@@H]1Oc2ncc(/C=C/c3ccccc3)cc2C(=O)N([C@H](C)CO)C[C@@H]1C,x,-5.2
C[C@@H]1CN([C@H](C)CO)S(=O)(=O)c2ccc(-c3cncnc3)cc2O[C@H]1CN(C)Cc1cccnc1,x,-14.5
O=C(C[C@H]1C[C@@H]2c3cc(NC(=O)Cc4ccncc4)ccc3O[C@@H]2[C@H](CO)O1)NCc1ccccn1,0.3,3.4
COc1ccc(CN2C(C)C3C(C)=CC2C2C(=O)N(C)C(=O)C32)cc1 (centres undefined),x,-9.6
C[C@H](O)C#Cc1cnc2c(c1)C(=O)N([C@@H](C)CO)C[C@H](C)[C@H](CN(C)C(=O)CC1CC1)O2,x,-12.8
Cc1onc(-c2c(F)cccc2Cl)c1C(=O)NCCCN1CCOCC1,2.8,-1.8
CCC(=O)Nc1ccc2c(c1)OC[C@@H](C)N(C(=O)COC)C[C@@H](C)[C@@H](OC)CN(C)C2=O,0.4,20.1
O=C(N[C@H]1CC[C@H](CCn2cc(Cc3ccccc3)nn2)O[C@@H]1CO)c1ccccn1,-0.3,-3.9
C[C@H](CO)N1C[C@H](C)[C@@H](CN(C)Cc2cccc(C(=O)O)c2)Oc2ncc(C#CC(C)(C)O)cc2C1=O,1.9,-2.5
Cc1noc(C)c1S(=O)(=O)Nc1ccc2c(c1)CC(=O)N([C@@H](C)CO)C[C@H](C)[C@H](CN(C)C(=O)NC1CCCCC1)O2,0.0,x
C[C@@H]1CN([C@H](C)CO)C(=O)c2cc(NC(=O)Cc3cn(C)c4ccccc34)ccc2O[C@@H]1CN(C)S(=O)(=O)c1ccc(F)cc1,-28.7,x
CCC(=O)N(C)C[C@H]1Oc2ncc(C#CCC(C)C)cc2C(=O)N([C@@H](C)CO)C[C@@H]1C,0.0,7.8

Entries above that have a CF3 group, in the order listed:
SMILES,IDH1 R132H inh,EZH2 inh
N#Cc1cc2c(nc1SCC(=O)Nc1ccccc1OC(F)(F)F)CCCC2,0.2,20.5
C[C@H](CO)N1C[C@H](C)[C@@H](CN(C)S(=O)(=O)c2cccs2)Oc2ccc(NC(=O)Nc3ccc(C(F)(F)F)cc3)cc2C1=O,0.4,x

Next structures
SMILES,IDH1 R132H inh,EZH2 inh
COc1ccc(C#Cc2cnc3c(c2)C(=O)N([C@H](C)CO)C[C@@H](C)[C@@H](CN(C)C(=O)Nc2cccc(OC)c2)O3)cc1,-7.1,-36.1
C[C@@H]1C[C@H]2[C@@H]3C[C@H](F)C4=CC(=O)C=C[C@]4(C)[C@@]3(F)[C@@H](O)C[C@]2(C)[C@@]1(O)C(=O)CO,0.4,3.6
O=C(N[C@H]1CC[C@H](CC(=O)N2CCC(Cc3ccccc3)CC2)O[C@H]1CO)c1cnccn1,-0.3,4.4
O=C(C[C@@H]1C=C[C@@H](NC(=O)CC2CC2)[C@H](CO)O1)NCc1ccc(Cl)cc1,-0.4,-12.6
CO[C@@H]1CN(C)C(=O)c2ccc(NC(C)=O)cc2OC[C@@H](C)N(CCC(F)(F)F)C[C@H]1C,-0.4,-17.2
COC(=O)CCCCCCC(=O)N/N=C/c1cccc(NC(=O)OC(C)(C)C)c1,x,1.6
COc1ccc(NC(=O)N(C)C[C@@H]2OCc3ccccc3-c3c(n(C)c4ccccc34)C(=O)N([C@@H](C)CO)C[C@H]2C)c(OC)c1,x,-17.7
O=C(CCN1CCCCC1)NCC[C@@H]1CC[C@H](NC(=O)Cc2cccnc2)[C@H](CO)O1,0.4,1.6
C[C@@H]1CN([C@@H](C)CO)C(=O)c2cc(-c3cccc(F)c3)cnc2O[C@H]1CN(C)S(C)(=O)=O,-12.9,3.1
CC(C)NC(=O)N(C)C[C@@H]1Oc2cc(-c3cncnc3)ccc2S(=O)(=O)N([C@@H](C)CO)C[C@H]1C,0.1,-13.1
O=C(NCc1ccccc1)[C@@]1(CCS(=O)(=O)c2ccccc2)N=C(c2ccc(OCCCO)cc2)O[C@H]1c1ccccc1,x,25.2
Cc1ccc(S(=O)(=O)N(C)CC(=O)Nc2ccc(C(F)(F)F)cc2)cc1,-0.5,-9.7
C[C@H]1CN([C@@H](C)CO)S(=O)(=O)c2ccc(-c3cccnc3)cc2O[C@@H]1CN(C)Cc1cccnc1,x,-20.5
C/C=C/c1cnc2c(c1)C(=O)N([C@H](C)CO)C[C@H](C)[C@H](CN(C)Cc1cncnc1)O2,-2.4,5.6
COc1ccc(NC(=O)CN(C)S(=O)(=O)c2ccc(Cl)cc2)c([N+](=O)[O-])c1,0.0,-22.2
Cc1noc(C)c1NC(=O)Nc1ccc2c(c1)C(=O)N([C@@H](C)CO)C[C@H](C)[C@H](CN(C)Cc1ccncc1)O2,x,7.2
COc1ccc(CN(C)C[C@@H]2OCCCC[C@H](C)Oc3ccc(NC(=O)Nc4c(C)noc4C)cc3C(=O)N([C@H](C)CO)C[C@@H]2C)cc1,2.2,x
C[C@@H]1CCCCO[C@@H](CN(C)C(=O)c2ccccc2)[C@H](C)CN([C@H](C)CO)C(=O)c2cc(NC(=O)Nc3ccc(F)cc3)ccc2O1,-0.5,x
O=c1cc(CO)oc(C(Nc2ccccn2)c2ccccc2O)c1O (centres undefined),1.1,-0.5
CO[C@H]1CN(C)C(=O)c2cc(NC(=O)c3ccccc3)ccc2OC[C@@H](C)N(CC2CC2)C[C@H]1C,x,-3.1
C[C@H](CO)N1C[C@H](C)[C@@H](CN(C)C(=O)c2ccc3c(c2)OCO3)Oc2ncc(C3=CCCC3)cc2C1=O,-6.5,-1.6
C[C@@H](NC(=O)C[C@@H]1C=C[C@H](NC(=O)C2CCC2)[C@H](CO)O1)c1ccccc1,0.2,4.7
O=C(Cc1ccccn1)N[C@@H]1CC[C@@H](CCn2cc(-c3ccccc3)nn2)O[C@H]1CO,0.0,-3.3
CC(C)(C)[S@](=O)N1Cc2cc(C(=O)NC3CCC3)nc(-c3cccc(-c4ccccc4F)c3)c2[C@@H]1CCO,0.1,18.8
COC(=O)CCCCCCC(=O)NN=C1CCCC1,x,6.5

As entered above:
`C[C@@H](NC(=O)C[C@@H]1C=C[C@H](NC(=O)C2CCC2)[C@H](CO)O1)c1ccccc1` in IDH1 R132H inh is listed with 0.2
`C[C@@H]1CCCCO[C@@H](CN(C)C(=O)c2ccccc2)[C@H](C)CN([C@H](C)CO)C(=O)c2cc(NC(=O)Nc3ccc(F)cc3)ccc2O1` in IDH1 R132H inh is listed with -0.5
`C[C@H](CO)N1C[C@H](C)[C@@H](CN(C)C(=O)c2ccc3c(c2)OCO3)Oc2ncc(C3=CCCC3)cc2C1=O` in IDH1 R132H inh is listed with -6.5

An excerpt of these results, with each value named.
SMILES: CO[C@H]1CN(C)C(=O)c2cc(NC(=O)c3ccccc3)ccc2OC[C@@H](C)N(CC2CC2)C[C@H]1C
  IDH1 R132H inh = x
  EZH2 inh = -3.1

SMILES: C[C@H](CO)N1C[C@H](C)[C@@H](CN(C)C(=O)c2ccc3c(c2)OCO3)Oc2ncc(C3=CCCC3)cc2C1=O
  IDH1 R132H inh = -6.5
  EZH2 inh = -1.6

These rows are one share of the data; rates above refer to the full screens.
